TCR act – Activators of T cell receptors: qHTS campaign; primary human leukocytes, anti-CD3, IL-2 HTRF, 48 h; 330,000 tested, under 10 active; Potency, µM (series often up to 9.22 µM), inactives show at the top dose activation of IL-2 secretion, most hits filed as activators; AID 504894, 2011; further: % of control where 0% means no effect
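Readout: HTRF IL-2, Eu-cryptate/d2 antibody pair, 320nm excitation, 665nm emission. Stimulus: a-CD3 beads, no co-stimulation. Cells: primary human leukocytes. Exposure: 48 hr with compound.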
Tb PFK block – qHTS Assay to Find Inhibitors of T. brucei phosphofructokinase; actives 0.17% (n = 330,000); Potency, µM (titrated, usually from 57.5 µM), without a hit: at the top dose activity, negative = inhibition, most hits filed as inhibitors; T. brucei PFK, ADP-Glo luminescence; AID 485367, 2010;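 further: potency means the concentration at half of the fitted maximal effect; 0% = uninhibited 1x PFK enzyme wells and -100% = no-enzyme wells; nearly all actives have a fitted effect of over 60% in size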
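PFK 1.25 nM, F6P 0.5 mM, ATP 0.1 mM, 0.1 M TEA pH 8.0, 5 mM MgCl2, 0.01% Tween20, 0.1% BSA; 45 min RT. ADP-Glo readout. qHTS titration up to 57 uM; curves fitted, compounds curve-classed.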
PTAP TSG101 blk – qHTS Assay for Iinhibitors of HIV-1 Budding by Blocking the Interaction of PTAP/TSG101; AID 493005, 2010; Potency, µM (highest dose often 115 µM), for the others: at the top dose activity change, negative = inhibition, actives largely listed as inhibitors; Fluorescence polarization, FITC-PTAP peptide / Tsg101 binding; 340,000 tested, under 10 active; Tumor susceptibility gene 101 protein (Homo sapiens), Q99816; active means well fitted inhibition curve with a large enough effect in the main read-out, with a control signal flat, not every such curve was filed as active; inconclusive means small, poorly fitted or top-dose-only effect, or effect the other way, or a change in a side signal; inactive means no such curve, though single readings can be large or run the other way; further: potency means the concentration at half of the fitted maximal effect; % of control where 0% means no effect
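Compounds were pin-transferred onto Tsg101 binding domain (10 uM final) in HEPES pH 7.5 buffer, then FITC-PTAP peptide was added at 50 nM final. After 20 min at RT, polarization reported peptide displacement across a qHTS concentration series.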
Mito fusion act – qHTS Assay for Small Molecule Inhibitors of Mitochondrial Division or Activators of Mitochondrial Fusion. Potency, µM (highest dose often 46.1 µM), for inactives: at the top dose growth rescue (activation), most hits filed as activators. S. cerevisiae fusion-defective mutant growth rescue, CellTiterGlo 48 h. actives 0.23% (n = 320,000);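 further: potency means the concentration at half of the fitted maximal effect; % of control where 0% means no effect; nearly all actives have a fitted effect of over 45% in size; temperature-sensitive fusion mutants such as fzo1-1 at 37 °C on non-fermentable ethanol glycerol medium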
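Temperature-sensitive fusion-defective S. cerevisiae (e.g. fzo1-1, mgm1-5) were grown with compound in YPEG medium (3% ethanol, 3% glycerol) for 48 hours at 37C. Growth rescue was measured as viability by CellTiterGlo luminescence after 10 minutes at ambient.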
A-T KAP1 phos – qHTS Assay for Identifying a Potential Treatment of Ataxia-Telangiectasia; Potency, µM (top dose mostly 57.5 µM), without a hit: top-dose activation, actives largely listed as activators; AID 485349, 2010; […] A-T fibroblasts, KAP-1 phosphorylation AlphaLISA; neocarzinostatin DNA damage 30 min before lysis; actives 0.19% (n = 320,000); further: potency means the concentration at half of the fitted maximal effect; % of control where 0% means no effect; nearly all actives have a fitted effect of over 45% in size
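ATM-like activity read as KAP-1 phosphorylation via AlphaLISA donor/acceptor antibody pairs after lysis and 6 hr at 25C. Cells were ATM-null patient fibroblasts ([…], hTERT), dosed 60 min, then exposed to the DSB inducer NCS for 30 min.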
ELG1 DNA repair – qHTS screen for small molecules that inhibit ELG1-dependent DNA repair in human embryonic kidney (HEK293T) cells expressing luciferase-tagged ELG1; HEK293T ELG1-luciferase reporter, luminescence, 16 h; DNA damage induced by 5-fluorouridine; Potency, µM (doses to about 46.1 µM), for the others: top-dose activity change, negative = inhibition, usual class: inhibitors; actives 2.3% (n = 330,000); AID 504467, 2011; further: potency means the concentration at half of the fitted maximal effect; on the % scale 0 is the no-effect control and ±100 the full control effect; nearly all actives have a fitted effect of over 55% in size
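DMSO vehicle served as the neutral condition. Each well held 2,000 cells given 5-fluorouridine plus compound; after 16 hr at 37 °C/5% CO2, ONE-Glo was added and luciferase measured 30 min later.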
TSHR antagonist – Antagonists of the Thyroid Stimulating Hormone Receptor: HTS campaign. TSHR-expressing cells, TSH-stimulated cAMP HTRF, 2 h; active compounds read low. activity change, negative = inhibition, % at 11.5 µM. actives 0.2% (n = 330,000). AID 504810, 2011;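 active means activity change below a set negative limit, meaning inhibition stronger than a set level, cut at about -70% in these data; inconclusive means activity change between two set negative limits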; further: on the % scale 0 is the no-effect control and ±100 the full control effect
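Read-out is FRET at 665 nm (cryptate excitation 337 nm) from a cryptate-tagged anti-cAMP antibody, competed by cell cAMP against cAMP-d2. Compounds are tested on freshly harvested TSHR cells challenged with 4nM TSH (EC80) for 2 hours at 37 deg C.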
Integrin act MD – qHTS for Activators of Integrin-Mediated Alleviation for Muscular Dystrophy; alpha7betagal myoblasts, beta-gal FDG fluorescence, 48 h; actives 0.064% (n = 350,000); Potency, µM (highest dose often 38.3 µM), inactives show top-dose activation, usual class: activators; AID 624291, 2012;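 further: potency means the concentration at half of the fitted maximal effect; 100% = response of the positive control SU9516; nearly all actives have a fitted effect of over 60% in size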
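alpha7betagal+/- myoblasts (passage 13, 250/well) treated 48 h at 37C with compounds at 1:260 dilution of DMSO stock. Lysed, then beta-galactosidase activity read as FDG fluorescence (ex 480/em 540) after 30 min, with pre-read for autofluorescence.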
Eya2 inh – qHTS Assay for Inhibitors of the Phosphatase Activity of Eya2; Potency, µM (titrated, usually from 76.9 µM), without a hit: at the highest dose activity, negative = inhibition, most hits filed as inhibitors; recombinant Eya2, OMFP fluorescence dephosphorylation (OMFP is methylfluorescein phosphate); AID 488837, 2010; actives 0.006% (n = 330,000); further: potency means the concentration at half of the fitted maximal effect; on the % scale 0 is the no-effect control and ±100 the full control effect
Target sequence (O00167 whole entry, looked up): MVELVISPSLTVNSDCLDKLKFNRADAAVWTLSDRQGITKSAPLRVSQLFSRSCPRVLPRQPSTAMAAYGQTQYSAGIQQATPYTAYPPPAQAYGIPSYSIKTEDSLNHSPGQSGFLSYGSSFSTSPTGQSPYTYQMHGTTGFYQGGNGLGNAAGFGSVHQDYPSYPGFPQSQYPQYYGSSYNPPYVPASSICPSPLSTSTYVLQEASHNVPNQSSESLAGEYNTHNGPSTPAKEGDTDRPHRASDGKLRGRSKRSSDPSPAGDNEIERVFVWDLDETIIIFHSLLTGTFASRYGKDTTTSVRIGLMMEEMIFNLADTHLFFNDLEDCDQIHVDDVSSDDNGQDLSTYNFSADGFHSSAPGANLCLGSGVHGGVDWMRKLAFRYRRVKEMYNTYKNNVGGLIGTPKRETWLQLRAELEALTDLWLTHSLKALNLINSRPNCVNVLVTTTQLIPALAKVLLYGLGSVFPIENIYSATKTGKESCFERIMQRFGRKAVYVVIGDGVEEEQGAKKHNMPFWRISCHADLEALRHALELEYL
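Eya2 (0.2 uM) preincubated 10 min at ambient with compound, then OMFP substrate added at 50 uM; 10 min reaction in 50 mM HEPES pH 7.5, 50 mM NaCl, 5 uM MgCl2, 0.05% BSA, 1 mM DTT. Fluorescence read at Ex 485/Em 525 nm.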
BCR signal inh – qHTS Assay to Find Inhibitors of Chronic Active B-Cell Receptor Signaling; ABC-DLBCL IkBa-CBG/CBR reporter, luminescence ratio, 4 h; Potency, µM (titrated, usually from 46.1 µM), without a hit: at the highest dose ratio change, negative = lower green/red ratio, usual class: inhibitors; actives 0.05% (n = 340,000); AID 493014, 2011; active means well fitted inhibition curve with a large enough effect in the signal ratio, with a control signal flat, not every such curve was filed as active; inconclusive means small, poorly fitted or top-dose-only effect, or effect the other way, or a change in a side signal; the % refers to the signal ratio;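 further: potency means the concentration at half of the fitted maximal effect; plate controls were basal doxycycline-induced cells for no effect and cells given 10 µM MG132 for full effect; MG132 reads +100%, hits lower the ratio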
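TMD8 ABC-DLBCL cells carrying doxycycline-inducible green luciferase fused to IkappaBalpha plus unfused red luciferase were exposed to compounds (up to 46 uM) for 4 hrs at 37C. Activity came from the overlap-corrected green/red luminescence ratio.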
ASM inhibitor – Inhibitors of Secretory Acid Sphingomyelinase (S-ASM): qHTS; AID 504937, 2011; actives 0.006% (n = 340,000); Sphingomyelin phosphodiesterase (Homo sapiens), P17405; placental ASM, HMU-PC fluorogenic substrate, 60 min; Potency, µM (series often up to 57.5 µM), without a hit: at the top dose activity change, negative = inhibition, usual class: inhibitors; further: potency means the concentration at half of the fitted maximal effect
Target sequence (P17405 47-631 limits assumed): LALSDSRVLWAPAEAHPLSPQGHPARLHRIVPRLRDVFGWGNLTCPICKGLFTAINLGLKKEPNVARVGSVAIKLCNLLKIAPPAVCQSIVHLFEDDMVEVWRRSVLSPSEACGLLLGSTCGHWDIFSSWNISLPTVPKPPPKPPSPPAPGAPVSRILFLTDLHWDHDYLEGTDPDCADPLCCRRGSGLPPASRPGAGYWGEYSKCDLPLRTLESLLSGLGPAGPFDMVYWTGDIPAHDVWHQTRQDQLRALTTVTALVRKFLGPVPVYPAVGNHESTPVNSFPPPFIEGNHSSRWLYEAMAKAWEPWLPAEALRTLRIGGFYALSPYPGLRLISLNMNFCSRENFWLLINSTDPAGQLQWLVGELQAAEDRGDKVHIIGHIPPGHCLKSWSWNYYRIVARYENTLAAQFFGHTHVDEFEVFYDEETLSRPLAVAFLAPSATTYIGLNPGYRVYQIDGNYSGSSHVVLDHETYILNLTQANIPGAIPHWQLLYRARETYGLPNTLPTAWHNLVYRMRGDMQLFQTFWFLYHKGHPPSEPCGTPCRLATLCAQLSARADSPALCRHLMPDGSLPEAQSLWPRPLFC
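HMU-PC0 cleavage (9 uM final) by human placental ASM, 60 min at 37 °C following 10 min compound exposure at RT; stopped at pH 10, fluorescence Ex 386/Em 447 nm.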
Starred values were filed as active, the others as inactive; ? = inconclusive; · = not tested or not shown; [ ] = another dose, or the depositor's remark. Unless noted, the call rests on the fitted dose curve; in most records, active means well fitted curve in the direction sought with a large enough effect; inconclusive means small, poorly fitted or top-dose-only effect, or another doubt; inactive means no such curve, though single readings can be large; an effect the other way counts as inactive or inconclusive. The order is random, and some 3.2% of all compounds hit somewhere here.

Below each compound: ELG1 DNA repair	Mito fusion act	ASM inhibitor	Eya2 inh	TSHR antagonist	TCR act	Integrin act MD	Tb PFK block	PTAP TSG101 blk	BCR signal inh	A-T KAP1 phos
1) S=c1[nH]nc(CN2CCCC2)n1Cc1ccccc1
    7%	10%	9%	-3%	10	-6%	10%	-2%	-4%	2%	-3%
2) OCCn1c(CSc2nc3ccccc3n2CCO)nc2ccccc21
    -2%	4%	13%	7%	2	0%	2%	14%	-7%	-4%	8%
3) O=C(NCCc1ccc(F)cc1)NC12CC3CC(CC(C3)C1)C2
    ?	15%	3%	2%	-13	-11%	16%	1%	2%	-2%	-1%
4) Cc1onc(-c2c(F)cccc2Cl)c1C(=O)OCC(=O)NC(N)=O
    ?	-4%	-3%	-11%	7	5%	?	-7%	-2%	-8%	4%
5) CCC(NC(=O)COc1ccc([N+](=O)[O-])cc1)c1ccccc1 (stereo not drawn)
    -3%	-1%	·	0%	0	·	·	-1%	·	0%	-1%
6) Cc1ccc(-n2nnnc2CS(=O)(=O)c2ccccc2)c(C)c1
    2%	-1%	2%	4%	-10	0%	3%	1%	-1%	3%	7%
7) CCN(CC1CCCO1)C(=O)c1cc(COc2ccc(OC)cc2Cl)on1 (stereo not drawn)
    ?	-3%	0%	4%	8	-3%	?	0%	-2%	-1%	1%
8) Cc1ccc(NC(=O)c2ccc(Cn3cc(Br)cn3)o2)cc1
    -25%	14%	-1%	-2%	-13	-7%[46.1 µM]	-22%	0%	-5%	?	·
9) Cc1ccc2c(c1)C(c1ccccc1)N(C(=O)c1ccccc1)CC(=O)N2 (stereo not drawn)
    -9%	8%	18%	-2%	-4	9%	-18%	-1%	-10%	-3%	0%
10) O=C(CO/N=C/c1ccc(Cl)cc1Cl)NNC(=O)c1cccc(Cl)c1
    5%	4%	-1%	10%	-7	1%	-3%	-10%	2%	?	12%
11) O=C1CNC(=O)/C1=C\c1ccc(O)cc1
    12%	0%	-2%	-2%	7	-2%	16%	21%	1%	-3%	-1%
12) Cc1noc(NS(=O)(=O)c2ccc(NC(=O)COc3ccc(Cl)cc3Cl)cc2)c1C
    1%	-2%	14%	-13%	15	-2%	-14%	12µM*	-14%	-1%	-5%
13) CCc1c(C)sc(NC(=S)Nc2nc(C)cc(C)n2)c1C(=O)OC
    -14%	5%	-7%	-4%	4	-5%	1%	3%	-3%	10%	6%
14) Cc1ccc(OCC(=O)N(Cc2ccc(N(C)C)cc2)C2CCS(=O)(=O)C2)cc1C (stereo not drawn)
    -5%	7%	1%	-15%	-2	0%	14%	0%	-4%	?	1%
15) COc1ccc(-n2c(C)cc(/C=C3/SC(=O)N(CC(=O)N4CCOCC4)C3=O)c2C)cc1
    ?	4%	3%	-1%	20	13%[46.1 µM]	4%	0%	0%	?	-6%
16) N#Cc1ccccc1OCC(=O)OCC(=O)NC1CCS(=O)(=O)C1 (stereo not drawn)
    -1%	-4%	-2%	4%	4	0%	-18%	0%	-4%	0%	-1%
17) C[C@H](CO)N1C[C@H](C)[C@@H](CN(C)C(=O)Nc2ccc3c(c2)OCO3)Oc2ccc(NS(=O)(=O)c3cn(C)cn3)cc2C1=O
    ?	·	3%	4%	5	-4%	25%	5%	0%	0%	-2%
18) COc1ccc(C(=O)Oc2ccc(/C=N/NC(=O)c3ccccc3OC)cc2[N+](=O)[O-])cc1
    6%	-1%	-4%	2%	0	1%[46.1 µM]	0%	11%	-2%	?	5%
19) O=C(Cn1nnc(-c2ccccc2)n1)NNC(=O)c1cccc([N+](=O)[O-])c1
    -1%	0%	2%	2%	-5	-8%	-17%	11%	-5%	?	0%
20) O=C(N/N=C/c1cc2c(cc1[N+](=O)[O-])OCO2)c1cccnc1
    7%	-1%	-3%	2%	-5	3%	-39%	0%	-6%	?	-2%
21) CC(C)(C)OC(=O)NCCCC[C@H](NC(=O)c1nc[nH]c1C(=O)N[C@@H](CCCCNC(=O)OC(C)(C)C)C(=O)OC(C)(C)C)C(=O)OC(C)(C)C
    9.2µM*	-15%	2%	-20%	0	-1%	-9%	-21%	-10%	8%	22µM*
22) CCCc1nc2oc3ccccc3c(=O)c2c(=O)n1-c1ccc(C)cc1
    ?	7%	-2%	3%	14	-3%	-1%	2%	-9%	?	3%
23) CC(C)CNC(=O)COC(=O)CCC(=O)c1ccc(Cl)cc1
    14%	5%	-1%	-11%	18	-4%	58%	1%	-8%	7%	4%
24) COCCCNC(=O)CNC(=O)c1nn(-c2ccc(OC)cc2OC)c(=O)c2ccccc12
    8%	-5%	-2%	7%	6	6%	?	0%	-3%	-2%	-11%
25) CCCCN(C(=O)C1CCN(C(=O)c2ccccc2C)CC1)c1c(N)n(CCC)c(=O)[nH]c1=O
    19%	-4%	6%	22%	6	0%	10%	-1%	-1%	?	0%
26) O=C(NC1CCCCC1)C(c1ccc(F)cc1)N(Cc1ccco1)C(=O)Cn1nnc2ccccc21 (stereo not drawn)
    2%	0%	0%	7%	5	·	-10%	-3%	-6%	12%	2%
27) Cc1cccc2cc(C#N)c(SCC(=O)Nc3ccccc3N3CCOCC3)nc12
    ?	-1%	-1%	-5%	60	-2%[46.1 µM]	7%	-4%	-2%	4%	4%
28) Cc1cc(C)nc(-n2ncc(C#N)c2N)n1
    ?	0%	1%	6%	-7	-4%	4%	-3%	-2%	-11%	-4%
29) NC(=O)c1c(NC(=O)c2cnccn2)sc2c1CCCC2
    ?	1%	-4%	9%	-20	4%	5%	-1%	4%	4%	-4%
30) C=CCn1c(N)c(C(=O)N2CCOCC2)sc1=S
    13%	-3%	0%	2%	-1	-11%	7%	-7%	-6%	-10%	-9%
31) O=C(CN1CCN(c2ccccn2)CC1)Nc1ccccc1C(=O)Nc1ccccc1
    ?	26%	8%	11%	0	0%	20%	-2%	-5%	-30%	-4%
32) Cc1ccc(S(=O)(=O)NCCNC(=O)c2nonc2N)cc1
    3%	-4%	2%	3%	-1	-6%[46.1 µM]	2%	-3%	-3%	-2%	4%
33) COC(=O)c1cnn2c3c(c(C)nc12)CCCC3
    ?	5%	-1%	13%	13	-3%	7%	-4%	1%	2%	-6%
34) Cc1c(Cl)cccc1NC(=O)[C@@H](NC(=O)c1ccccc1Cl)C(C)C
    3%	6%	0%	2%	-13	0%[46.1 µM]	21%	1%	-7%	?	-4%
35) Cc1cc(Br)ccc1SCC(=O)OCC(=O)Nc1ncc(C(F)(F)F)cc1Cl
    -2%	-2%	-2%	-7%	3	-1%[46.1 µM]	-17%	-3%	0%	6%	9%
36) CC(=O)N(Cc1cccnc1)Cc1cc2ccc(C)cc2[nH]c1=O
    0%	2%	2%	17%	-4	3%	-13%	-13%	-3%	1%	0%
37) COc1cc(C(=S)N2CCOCC2)cc(OC)c1OC
    -12%	-2%	-2%	9%	-1	-1%	11%	-3%	-3%	4%	-1%
38) CC1CCCC(NC(=O)C2CCC(CNc3c(N4CCCC4)c(=O)c3=O)CC2)C1C (stereo not drawn)
    ?	5%	2%	-4%	-2	-4%	?	-2%	-1%	4%	11%
39) O=C(Nc1ccon1)Nc1ccc(Cl)cc1Cl
    ?	-5%	-2%	-2%	14	7%	0%	?	-2%	5%	12%
40) CCOC(=O)N1CCN(CC(O)c2c[nH]c3ccccc23)CC1 (stereo not drawn)
    0%	1%	6%	-10%	-2	-2%	0%	6%	2%	?	-10%

Screening data from PubChem.
